# Compound activity: PubChem BioAssay, several laboratories
# Anthrax LF inh2 = inhibitors of Bacillus anthracis lethal factor protease; multiplex microsphere protease cleavage assay, LF; inhibition, % at 10 µM; hit rate 0.12% among 360,000; further: plate controls were buffer without enzyme for full effect and enzyme alone for no effect
# TcdB inh = blocks C. difficile toxin B glycohydrolase activity | hit rate 0.24% among 350,000 | inhibition, % at 9.99 µM | TcdB glycohydrolase enzymatic assay, plate reader; in the data active means inhibition above about 10%
# PfHsp40 rescue = restores yeast growth despite PfHsp40 toxicity; growth rescue, % at 12.5 µM; S. cerevisiae expressing PfHsp40, growth rescue, ATP luminescence; hit rate 0.68% among 340,000; AID 504582; in the data active means growth rescue above about 28%, passing the limit was not always enough; inconclusive means no clear call, values can overlap the other calls;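 further: yeast W303a lacking pdr1 and pdr3 grown in galactose medium; growth measured after three days at 30 °C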
# PriA SSB inh = K. pneumoniae PriA-SSBct interaction inhibition. AlphaScreen SSBct-PriA binding, biotinylated peptide. inhibition, % at 33 µM. hit rate 0.6% among 430,000; in the data active means inhibition mostly above about 37%, no sharp cut-off; inactive means mostly below about 20%;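 further: plate controls were negative control peptide for no effect and reference peptide for full effect; strong numbers were not always called active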
# Y pestis TopoI = inhibitors of Yersinia pestis topoisomerase I; Y. pestis Topo-I cleavage product accumulation, plate reader; activity, % at 10 µM; hit rate 0.064% among 360,000; AID 504884; in the data active means activity above about 50%, passing the limit was not always enough; inconclusive means no clear call, values can overlap the other calls; further: inactives centre near 2
# Vc quorum ag = induces V. cholerae light production without autoinducers | AID 588436 | hit rate 0.16% among 350,000 | activation, % at 18.7 µM | V. cholerae BH1578 lux reporter, luminescence, 6 h; in the data active means activation mostly above about 9.7%, no sharp cut-off; inconclusive means no clear call, values can overlap the other calls; inactive means mostly below about 3.7%; further: not every result past the cut was called active; inactives centre near 0; reference of the scale not given here
# PrPC TRFRET = cell surface PrPC inhibition, primary TR-FRET screen | TR-FRET read-out | inhibition, % at 13.8 µM | hit rate 0.43% among 370,000 | AID 720596; in the data active means inhibition above about 24%; further: 0% = median of the test wells and 100% = reference compound wells
# BoNT A protease = blocks Botulinum neurotoxin A light chain protease; multiplex microsphere protease substrate cleavage, flow cytometry; inhibition, % at 10 µM; hit rate 0.17% among 360,000; further: plate controls were buffer without enzyme for full effect and enzyme alone for no effect
# SARS 3CLpro inh = SARS-CoV 3CLpro protease inhibition | P0C6X7 | recombinant SARS-CoV 3CLpro, quenched FRET peptide cleavage | inhibition, % at 6 µM | hit rate 0.14% among 290,000 | AID 1706; in the data active means inhibition above about 12%
# An asterisk follows results filed as active; i = inactive; ? = inconclusive; · = not tested or not shown; & = joins results of further samples. Unless noted, no stated cut-off is given here; in the data, active means inhibition above about 30%; inconclusive means no clear call, values can overlap the other calls; inactive means below that. Only part of the results is shown; count on the stated rates, not on these rows.
SMILES,Anthrax LF inh2,TcdB inh,PfHsp40 rescue,PriA SSB inh,Y pestis TopoI,Vc quorum ag,PrPC TRFRET,BoNT A protease,SARS 3CLpro inh
COc1cc(NC(=O)CNC(c2ccccc2)c2ccccc2)cc(OC)c1OC,1.8,0.3,-0.3,11.6,12.6,0.9,-1.9,0.3,-1.2
C=CCc1cc(Cl)ccc1OCCNCCOC,-0.3,1.2,1.0,1.3,-2.0,-0.2,2.8,1.2,-1.8
O=c1nc2ccccc2c2n1CC(CN1CCN(c3ccccc3F)CC1)N2 (stereo not drawn),8.8,·,-1.1,-19.1,-0.1,1.1,-2.1,0.5,6.6
CC(C)(C)OC(=O)NN=C(c1ccc(O)cc1)c1ccc(O)cc1,-2.8,0.7,15.4,-10.3,-0.6,4.5,0.7,-0.4,-4.0
C[C@H](NC(=O)OC(C)(C)C)c1nnc(SCC(=O)Nc2cccc(Cl)c2)o1,1.2,2.2,1.2,-6.0,-0.2,0.9,9.2,1.3,0.1
COc1ccc(NC(=O)CCNS(=O)(=O)c2ccc(NC(C)=O)cc2)cc1Cl,0.1,2.6,-0.5,-7.2,-2.4,-0.3,-8.3,0.4,4.4
COc1cccc(NC(=O)c2ccccc2-c2ccccc2C(=O)O)c1,-11.0,-8.7,-1.4,-1.3,-2.3,-0.6,13.1,?,5.8
O=C(CNC1CCCCCC1)c1cccs1,0.2,0.8,-1.1,-8.9,4.6,-0.4,-6.8,0.1,1.1
C[C@H]1CN([C@@H](C)CO)C(=O)c2cc(Br)cnc2O[C@@H]1CN(C)C(=O)c1ccncc1,3.5,0.3&-1.8,·,·,-0.9,-0.3,-0.2,-0.5,·
CCOC(=O)COc1cc(OCC(=O)OCC)c2c3c(c(=O)oc2c1)CCCC3,7.6,2.1,1.1,-10.3,13.3,i,12.2,1.1,1.2
Cc1c(NC(=O)COC(=O)C23CC4CC(CC(Br)(C4)C2)C3)c(=O)n(-c2ccccc2)n1C,-5.6,-0.8,-0.3,0.5,14.9,-2.3,3.7,-1.2,-2.4
Cc1ccc2cc(/C=N/Nc3nc4ccccc4[nH]3)c(Cl)nc2c1,-1.0,0.3,-0.7,·,-13.8,-0.5,-4.1,0.4,1.1
COc1ccc(NC(=O)Nc2nc(C(N)CC(C)C)cs2)cc1 (stereo not drawn),-6.8,0.5,·,·,-6.0,-0.3,4.2,-0.2,·
COc1cc2c(cc1OC)C(c1cccc(Cl)c1Cl)CC(=O)N2 (stereo not drawn),-1.5,0.5,0.3,1.5,3.4,i,5.6,?,2.6
C[C@H]1CN([C@@H](C)CO)C(=O)CCCn2cc(nn2)CO[C@@H]1CN(C)C(=O)NC1CCCCC1,-9.8,-1.2&0.1,·,·,·,·,1.1,-0.2,·
Cc1cccc(OCCCC(=O)O)c1C,-3.4,·,-0.5,0.8,1.4,-0.1,3.7,-0.2,0.0
CCC1CCCCN1Cc1ccc(OC)c(OC)c1 (stereo not drawn),-6.9,0.8,0.1,-7.9,4.6,i,·,-0.1,1.8
Cc1c(C(=O)OCC(=O)Nc2c(C)n(C)n(-c3ccccc3)c2=O)cccc1[N+](=O)[O-],-4.7,-0.6,-1.8,-5.3,-4.6,-0.1,0.4,0.2,4.9
CN1CC(=O)N(C)c2ncn(Cc3ccccc3)c2C1=O,1.1,·,-0.9,-9.1,2.7,i,-4.7,-0.4,-1.0
Cc1ccc(NC(=O)C(C)Sc2nnc(-c3cccnc3)o2)cc1 (stereo not drawn),2.0,·,-0.8,-17.1,6.1,-1.3,5.0,-1.1,2.9

# Fetched by compound from the entries so far:
SMILES,Anthrax LF inh2,TcdB inh,PfHsp40 rescue,PriA SSB inh,Y pestis TopoI,Vc quorum ag,PrPC TRFRET,BoNT A protease,SARS 3CLpro inh
CCOC(=O)COc1cc(OCC(=O)OCC)c2c3c(c(=O)oc2c1)CCCC3,7.6,2.1,1.1,-10.3,13.3,i,12.2,1.1,1.2
Cc1cccc(OCCCC(=O)O)c1C,-3.4,·,-0.5,0.8,1.4,-0.1,3.7,-0.2,0.0

# The list continues.
SMILES,Anthrax LF inh2,TcdB inh,PfHsp40 rescue,PriA SSB inh,Y pestis TopoI,Vc quorum ag,PrPC TRFRET,BoNT A protease,SARS 3CLpro inh
COc1cc(C2C3=C(COC3=O)Oc3cc4c(cc32)OCO4)ccc1O (stereo not drawn),1.1,1.5,-2.0,-6.7,-3.7,i,16.0,0.4,·
S=c1nccc(-c2ccc3c(c2)CCO3)[nH]1,-23.1,0.5,-0.3,-5.2,-1.0,i,-4.1,-32.9,2.1
Oc1cc2c(cc1O)C(c1ccccc1)CNCC2 (stereo not drawn),-8.1,-4.3,0.5,2.6,-4.0,i,10.2,-1.1,·
CC1(C)CC(=O)c2cnc(N3CCN(c4ccccc4)CC3)nc2C1,-3.3,·,-0.2,-3.5,2.1,-0.6,-5.0,0.1,-2.2
Cc1ccc(C(=O)NC(NCc2ccccc2)C(Cl)(Cl)Cl)cc1 (stereo not drawn),1.0,-1.8,0.5,-10.4,0.2,-0.2,6.6,-1.5,-1.1
O=C(Cn1cc2c(n1)CCCCC2)Nc1ccccc1Cl,0.0,0.6,-0.2,-16.2,21.1,-2.2,3.2,0.9,2.4
Cc1ccc2nsnc2c1NS(=O)(=O)c1c(C)ccc2nsnc12,-0.2,·,-1.2,9.3,3.3,i,-10.6,-3.4,-1.8
O=[N+]([O-])c1cccc(S(=O)(=O)Nc2cccc(-c3ccc(N4CCCC4)nn3)c2)c1,0.6,-0.6,-0.3,-11.1,17.4,i,-6.2,1.7,·
CCN(CC)C(=O)Cn1cnc2sc(C(=O)N3CCN(Cc4ccc5c(c4)OCO5)CC3)c(C)c2c1=O,-0.6,0.2,-0.1,-6.0,17.1,i,6.5,-0.1,-2.8
Cc1ccc(NCC(=O)Nc2cccc(F)c2)cc1S(=O)(=O)N1CCCCCC1,-1.3,0.0,0.8,-4.6,2.9,-0.3,3.4,-2.0,5.7
CCOC(=O)C1CCCN(C2CCN(Cc3nc(-c4ccccc4)no3)CC2)C1 (stereo not drawn),-1.4,0.7,0.4,-6.1,4.3,i,-0.8,-0.7,-1.3
C#CCn1ccc(O)c(Cc2c(F)cccc2Cl)c1=O,2.0,-0.1,-1.1,-12.3,-2.4,-0.7,-6.3,-0.1,2.3
O=S(=O)(NC1CCCCCC1)c1cccc(Cl)c1,-0.4,1.2,1.0,-14.1,20.5,-0.9,3.4,0.3,·
CCC1(C)COC(c2ccc3c(c2)OCO3)OC1 (stereo not drawn),-3.8,1.4,-0.2,-11.7,-1.6,2.9,3.0,-0.6,·
Cc1cc(NC(=O)CSc2nnc(COc3ccccc3)n2Cc2ccco2)no1,-5.1,·,15.7,2.1,4.5,-11.1,-3.8,-0.9,4.2
O=C(Nc1cnccn1)c1ccncc1,-7.2,·,0.5,-1.7,-8.9,-0.2,0.5,-2.9,2.4
CC(C)Oc1ccccc1C1CC(=O)Nc2cc3c(cc21)OCO3 (stereo not drawn),2.4,·,-0.2,28.5,3.4,-0.3,14.8,1.7,3.3
Cc1cn([C@H]2C[C@H](O)[C@@H](CCC(=O)NCc3ccccc3)O2)c(=O)[nH]c1=O,-1.5,1.2,-0.6,-0.9,2.0,-0.7,-8.2,0.2,·
O=C(CCC(=O)Nc1ccccc1Cl)NNC(=O)NC1CCCCC1,-1.9,-0.4,0.1,0.4,-2.2,1.9,-5.0,0.2,0.6
O=[N+]([O-])c1ccc(N2CCNCC2)cc1N1CCCCC1,-4.4,0.3,-0.2,2.2,3.5,-0.2,-21.8,-0.6,3.4
O=C(/C=C/c1ccc(Cl)cc1)N(c1ccccn1)C1CCCCC1,0.3,0.8,0.8,6.1,27.1,i,-0.6,0.0,-1.3
O=[N+]1C2=C(CCCC2)N([O-])C12CCCC2,0.1,·,-1.5,-7.2,9.7,1.4,-6.8,0.2,-2.7
O=C(CCCc1nc(-c2ccc(Cl)cc2)no1)NCC1CCCO1 (stereo not drawn),-1.3,0.4,-0.4,1.5,0.1,-0.2,12.6,0.8,-3.7
CC(=O)Nc1ccccc1NS(=O)(=O)c1ccccc1[N+](=O)[O-],-0.4,-1.5,-0.4,-7.8,-2.1,-0.9,10.4,-0.7,-1.7
O=C(CSc1nccc(=O)[nH]1)c1c[nH]c2ccccc12,-2.8,1.0,-0.6,-6.5,-7.7,-0.5,-1.1,-0.9,3.2
O=C(NCCCCc1ccccc1)C12CN(Cc3ccccc3)CC1C(c1cccc([N+](=O)[O-])c1)=NO2 (stereo not drawn),-7.7,1.0,-1.0,8.2,16.5,1.2,-4.8,-0.4,1.3
CC(=O)n1cc(/C=N/NC(=O)c2sc(C)nc2C)c2ccccc21,0.4,·,0.8,·,8.1,-0.3,-4.0,-1.2,-0.4
Cc1cccc(N(Cc2ccc(Cl)cc2)S(C)(=O)=O)c1,-7.6,1.1,-1.3,-30.4,2.6,0.9,10.2,0.3,-0.7
COc1ccc(/C=N/NC(=O)c2cccc(C(F)(F)F)c2)cc1,-6.2,0.7,-0.5,·,3.3,-2.1,2.9,0.1,5.0
CN(C)S(=O)(=O)c1ccc(Cl)c(NC(=O)CSc2nc3c(cc2C#N)C(=O)CC(C)(C)C3)c1,1.3,1.3,-0.1,2.6,10.2,-1.0,3.3,0.5,4.2
Cn1nc(C(=O)OCC(=O)c2ccccc2)c2ccccc2c1=O,-8.3,0.0,0.3,-3.2,3.6,-1.4,-6.3,-7.9,·
O=c1[nH]c2c(s1)C(c1ccc(O)cc1)C1C3CCC(C3)C1S2 (stereo not drawn),-3.0,0.2,0.9,-6.4,4.8,-0.2,-3.2,-0.4,-5.9
CCc1nn(-c2ccccc2)c(N)c1-c1ccc(OC)c(OC)c1,1.2,·,0.1,13.8,-6.3,i,-9.2,0.3,0.7
CC(=O)N(c1ccc2oc(=O)sc2c1)S(=O)(=O)c1ccc(C)cc1,-23.6,1.1,0.3,-0.1,-6.2,-1.2,-3.4,-1.8,-2.0

# Rewritten as tab-separated lines: eleven of the compounds above.
SMILES	Anthrax LF inh2	TcdB inh	PfHsp40 rescue	PriA SSB inh	Y pestis TopoI	Vc quorum ag	PrPC TRFRET	BoNT A protease	SARS 3CLpro inh
CC(=O)Nc1ccccc1NS(=O)(=O)c1ccccc1[N+](=O)[O-]	-0.4	-1.5	-0.4	-7.8	-2.1	-0.9	10.4	-0.7	-1.7
O=C(CSc1nccc(=O)[nH]1)c1c[nH]c2ccccc12	-2.8	1.0	-0.6	-6.5	-7.7	-0.5	-1.1	-0.9	3.2
O=C(NCCCCc1ccccc1)C12CN(Cc3ccccc3)CC1C(c1cccc([N+](=O)[O-])c1)=NO2 (stereo not drawn)	-7.7	1.0	-1.0	8.2	16.5	1.2	-4.8	-0.4	1.3
CC(=O)n1cc(/C=N/NC(=O)c2sc(C)nc2C)c2ccccc21	0.4	·	0.8	·	8.1	-0.3	-4.0	-1.2	-0.4
Cc1cccc(N(Cc2ccc(Cl)cc2)S(C)(=O)=O)c1	-7.6	1.1	-1.3	-30.4	2.6	0.9	10.2	0.3	-0.7
COc1ccc(/C=N/NC(=O)c2cccc(C(F)(F)F)c2)cc1	-6.2	0.7	-0.5	·	3.3	-2.1	2.9	0.1	5.0
CN(C)S(=O)(=O)c1ccc(Cl)c(NC(=O)CSc2nc3c(cc2C#N)C(=O)CC(C)(C)C3)c1	1.3	1.3	-0.1	2.6	10.2	-1.0	3.3	0.5	4.2
Cn1nc(C(=O)OCC(=O)c2ccccc2)c2ccccc2c1=O	-8.3	0.0	0.3	-3.2	3.6	-1.4	-6.3	-7.9	·
O=c1[nH]c2c(s1)C(c1ccc(O)cc1)C1C3CCC(C3)C1S2 (stereo not drawn)	-3.0	0.2	0.9	-6.4	4.8	-0.2	-3.2	-0.4	-5.9
CCc1nn(-c2ccccc2)c(N)c1-c1ccc(OC)c(OC)c1	1.2	·	0.1	13.8	-6.3	i	-9.2	0.3	0.7
CC(=O)N(c1ccc2oc(=O)sc2c1)S(=O)(=O)c1ccc(C)cc1	-23.6	1.1	0.3	-0.1	-6.2	-1.2	-3.4	-1.8	-2.0
